Bioassay records as filed in PubChem BioAssay.
Fh CTSL1 inh: counter-screen for PFM18AAP inhibitors: inhibitors of F. hepatica cathepsin L1; recombinant F. hepatica cathepsin L1, Z-Leu-Arg-MCA fluorescence; inhibition, % at 5.96 µM; hit rate 0.49% among 300,000; AID 1906;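 active = inhibition above the mean of all tested compounds plus 3 SD, set per screening campaign, cut at about 17% in these data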;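 also: 0% = plate median of test compound wells and 100% = 1 µM Z-Phe-Ala-diazomethylketone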
Efflux pump inh: inhibitors of Candida antifungal efflux pumps expressed in yeast; hit rate 0.44% among 330,000; S. cerevisiae Candida pump triplex, Nile Red efflux; inhibition, % at 10 µM;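 active = plate passing quality check with inhibition over a set limit, or well fluorescence over plate mean plus 4 SD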;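 also: Nile Red retained in pooled yeast measured as flow cytometry median fluorescence; 0% = buffer negative control and 100% = Enniatin B positive control; higher means more Nile Red kept so more efflux inhibition; some compounds called inactive have numbers as strong as hits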
EBNA-1 inh: blocks EBNA-1 binding to DNA; EBNA-1 DNA binding, fluorescence polarization; inhibition, % at 14.8 µM; hit rate 0.34% among 300,000; in the data active = inhibition above about 28%
core dimer inh: blocks dimerization of HCV core protein | hit rate 0.33% among 300,000 | AID 1899 | TR-FRET GST/Flag-core106 dimerization, 1536-well | inhibition, % at 5 µM;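 active = inhibition above the mean of all tested compounds plus 3 SD, set per screening campaign, cut at about 45% in these data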
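assay system = GST-tagged and Flag-tagged HCV core protein residues 1-106 | controls = unlabelled core106 and no-GST-core106 wells | incubation = compound-protein-antibody incubation 4 h at 22.5 °C | probe or stimulus = Eu donor and XL665 acceptor anti-tag antibodies | read-out = % inhibition based on acceptor/donor emission ratio | signal = TR-FRET 671 and 617 nm emission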
TPT1 inhibitor: inhibitors of Candida albicans tRNA 2'-phosphotransferase TPT1; recombinant caTPT1, FP RNA substrate dephosphorylation; inhibition, % at 5 µM; hit rate 0.81% among 300,000; AID 1962;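 active = inhibition above the mean of all tested compounds plus 3 SD, set per screening campaign, cut at about 24% in these data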;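 also: plate controls were DMSO alone for no effect and ferristatin control at 100 nM for full effect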
PREPL inh: human PREPL enzyme inhibition. Q4J6C6. hit rate 0.68% among 320,000. recombinant PREPL, fluorescence polarization activity-based probe. inhibition, % at 5.96 µM; in the data active = inhibition above about 43%;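 also: 0% = enzyme with DMSO and 100% = wells lacking enzyme; many of its hits are not listed in these tables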
PP1 counter: PP1-alpha (human) inhibition in PP5 counter-screen. P62136. purified PP1alpha, OMFP fluorescence. inhibition, % at 6.7 µM. hit rate 0.9% among 320,000;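 active = inhibition above the mean inhibition of all tested compounds plus 3 SD, computed separately for each screening campaign, cut at about 15% in these data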
ZTA DNA inh: blocks Epstein-Barr virus ZTA, an EBNA-1 counter-screen; P03206; ZTA-DNA binding, fluorescence polarization; inhibition, % at 11 µM; hit rate 0.15% among 320,000; in the data active = inhibition above about 33%
Target sequence (P03206 whole entry, looked up): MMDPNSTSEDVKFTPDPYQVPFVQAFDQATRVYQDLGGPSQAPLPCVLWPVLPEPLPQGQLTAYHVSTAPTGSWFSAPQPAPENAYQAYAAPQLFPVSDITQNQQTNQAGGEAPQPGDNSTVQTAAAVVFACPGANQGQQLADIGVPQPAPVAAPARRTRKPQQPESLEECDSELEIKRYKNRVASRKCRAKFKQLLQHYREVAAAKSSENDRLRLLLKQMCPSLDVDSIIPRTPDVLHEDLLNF
PP5 primary: inhibitors of human protein phosphatase 5 (PP5); purified PP5c, OMFP substrate fluorescence; hit rate 0.18% among 320,000; P53041; AID 1987; inhibition, % at 6.7 µM;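 active = inhibition above the campaign's mean inhibition across all tested compounds plus 3 SD, cut at about 9.5% in these data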;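 also: 0% = DMSO only and 100% = 100 µM cantharidin control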
Target sequence (P53041 whole entry, looked up): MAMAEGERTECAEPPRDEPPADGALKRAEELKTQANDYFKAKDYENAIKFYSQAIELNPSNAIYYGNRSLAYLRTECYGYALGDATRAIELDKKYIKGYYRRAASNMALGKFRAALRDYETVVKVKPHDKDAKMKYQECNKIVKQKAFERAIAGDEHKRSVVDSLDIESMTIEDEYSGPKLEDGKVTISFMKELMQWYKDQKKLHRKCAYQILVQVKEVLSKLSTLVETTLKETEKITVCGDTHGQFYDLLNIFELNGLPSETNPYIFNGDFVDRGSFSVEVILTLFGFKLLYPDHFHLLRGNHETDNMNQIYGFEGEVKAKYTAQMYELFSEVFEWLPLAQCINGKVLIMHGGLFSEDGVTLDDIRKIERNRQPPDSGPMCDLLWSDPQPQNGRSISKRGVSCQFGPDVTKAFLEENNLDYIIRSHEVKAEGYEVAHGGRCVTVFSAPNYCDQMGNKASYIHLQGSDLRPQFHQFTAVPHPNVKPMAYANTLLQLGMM
* = called active by the depositor; nt = no result given. Some of the compounds tested; count on the stated rates, not on these rows.

SMILES	Fh CTSL1 inh	Efflux pump inh	EBNA-1 inh	core dimer inh	TPT1 inhibitor	PREPL inh	PP1 counter	ZTA DNA inh	PP5 primary
O=C(Nc1cc(S(=O)(=O)N2CCOCC2)ccc1N1CCOCC1)c1cccs1	nt	0.1	nt	nt	nt	2	-2	-11	1.6
Cc1[nH]c2ccccc2c1/C=C/c1nc2ccccc2c(=O)n1-c1ccc([N+](=O)[O-])cc1	0	-0.1	-3	23	2	5	4	5	0.1
Cn1c(=O)c(C(=O)CSc2nncs2)c(N)n(Cc2ccccc2)c1=O	5	-0.1	-3	0	-1	18	-1	-7	-0.8
Cc1nn(C)c(C(=O)NNC(=S)NCc2ccco2)c1Br	4	0.1	-4	-1	0	6	-1	-4	1.7
O=c1[nH]c(CSc2nnc3ccccn23)nc2cc(C(F)(F)F)ccc12	-3	0.0	-11	9	-2	-9	-9	-6	2.1
COc1ccc(-n2c(SCC3OCCO3)nc3c(sc(=S)n3-c3ccccc3)c2=O)cc1OC	6	-0.4	3	21	-1	14	-1	1	1.6
COc1ccc(N(C(=O)c2snc(C(N)=O)c2N)C(C(=O)NC2CCCC2)c2cccs2)cc1OC (centres undefined)	2	0.1	-9	5	1	-1	18*	-14	2.1
COc1ccc(-c2cc(C(=O)NC3CCCC3)no2)cc1OC	7	-0.1	1	-7	-1	2	1	1	0.4
CC(CCc1ccccc1)NC(=O)C1CCN(C(=O)c2sccc2-n2cccc2)CC1 (centres undefined)	-2	0.2	3	4	4	11	5	1	1.9
CCc1ccccc1NC(=S)N1CCN(c2cccc(OC)c2)CC1	-1	-0.2	-11	-7	1	17	-2	-8	2.7
CCc1c(C)nc(SCC(=O)N2CC(C)OC(C)C2)[nH]c1=O (centres undefined)	3	0.0	9	2	-2	-3	-2	11	1.0
CCCNc1nc2c(c(=O)[nH]c(=O)n2C)n1CCCc1ccccc1	0	0.0	12	-4	-3	7	2	-4	0.3
CCOc1cc(C)c(S(=O)(=O)N2CCCCC2)cc1C	1	0.2	-8	0	3	-4	0	2	2.0
O=C(Nc1cccc(NC(=O)c2cccnc2)c1)c1ccccc1	2	2.2	1	-5	-2	-5	-4	10	0.1
Cc1sc2nc(C3CC3)nc(SCC(=O)NCc3ccco3)c2c1C	-4	0.0	-7	-7	2	3	3	-5	3.1
O=C(Nc1sc2c(c1C(=O)O)CCC2)c1ccccc1	-4	-0.1	6	-3	-1	-6	-1	-14	0.5
CCCN(C(=O)/C=C/c1ccco1)c1c(N)n(Cc2ccccc2)c(=O)[nH]c1=O	0	0.0	-3	-1	-2	-4	1	9	-0.3
O=C(NC(=S)Nc1nc(-c2cccc([N+](=O)[O-])c2)cs1)c1cc(Cl)ccc1Cl	-1	0.2	8	6	0	-4	-5	-11	0.6
Cc1ccc(S(=O)(=O)NC(=O)NC(C)c2ccc(F)cc2)cc1 (centres undefined)	-3	0.3	4	-8	-1	-5	0	6	3.2
COCCn1nnnc1C(c1cc(OC)ccc1OC)N1CCc2ccccc2C1 (centres undefined)	7	0.3	-16	6	-2	20	1	-11	2.7
O=C(CCNS(=O)(=O)c1ccc(Cl)cc1)N1CCCC1	-6	0.0	2	-10	0	6	0	-8	1.4
CCC(NC(=O)NC1CCCCC1)c1ccccc1 (centres undefined)	-4	0.0	4	3	0	3	-1	-1	3.0
COc1ccc(NS(=O)(=O)c2cccc(C(=O)NNC(=O)c3cncc(Br)c3)c2)cc1	5	-0.2	4	3	-1	2	7	8	-1.6
C/C(N)=C(/C#N)C(=O)COC(=O)c1ccccc1Cc1ccccc1	-2	0.1	-1	1	1	-10	-3	7	0.7

Three compounds from above, sorted by the value under Efflux pump inh, smallest number first.
SMILES,Efflux pump inh
O=C(CCNS(=O)(=O)c1ccc(Cl)cc1)N1CCCC1,0.0
C/C(N)=C(/C#N)C(=O)COC(=O)c1ccccc1Cc1ccccc1,0.1
CCOc1cc(C)c(S(=O)(=O)N2CCCCC2)cc1C,0.2

(next part)
SMILES	Fh CTSL1 inh	Efflux pump inh	EBNA-1 inh	core dimer inh	TPT1 inhibitor	PREPL inh	PP1 counter	ZTA DNA inh	PP5 primary
CCN(C(=O)CSc1nc(N)cc(=O)[nH]1)C1CCS(=O)(=O)C1 (centres undefined)	nt	-0.1	nt	nt	nt	13	-1	-4	0.1
COc1cccc(C#Cc2c(C=O)n(C)c3ccccc23)c1	nt	-0.1	nt	nt	nt	-1	-1	11	-1.3
Cc1ccc(/C=N/Nc2ncnc3nc[nH]c23)cc1	1	0.0	-3	4	1	-15	-2	-8	1.3
O=S1(=O)CCOCCCN1Cc1ccccc1Br	-1	0.1	23	-5	0	-8	0	11	2.7
CN1CCC(=O)N([C@H](COc2ccccc2)Cc2ccccc2)CC1	-3	0.0	11	-1	0	1	-4	-3	2.9
COC12NC(=O)N(C)C1(OC)C(=O)N(C)C(=O)N2C (centres undefined)	1	-0.1	6	7	-2	-4	-1	3	1.9
NNC(=O)CS(=O)(=O)c1ccc(Cl)cc1	1	-0.1	1	-2	-2	-31	-6	28	-3.7
O=C(NCc1ccccc1)c1noc2c1CCCC2	2	-0.3	8	-1	-5	8	-1	-2	-1.7
COc1ccccc1C(=O)Nc1ccnn1C1CCN(Cc2ccn[nH]2)CC1	0	2.5	1	0	3	-1	-3	11	0.7
c1ccc2nc3c(nc2c1)CCc1nonc1-3	2	0.0	8	3	0	3	-3	6	1.2
COc1ccc(CCNC(=O)Cn2cnc3scc(-c4ccccc4)c3c2=O)cc1OC	5	-0.1	-9	-21	1	7	2	-6	-1.8
COc1ccc(NC(=O)C2CCCN2c2ccc(OC)c(OC)c2)cc1OC (centres undefined)	10	0.0	-7	-13	0	13	-8	4	0.6
CCOc1ccc(NC(=O)c2ccc(N3CC4CC(C3)c3cccc(=O)n3C4)c(NC(=O)CCN3CCOCC3)c2)cc1 (centres undefined)	-1	0.3	15	5	0	8	-3	16	-1.1
CC(=O)Nc1ccc(NC(=O)CSc2nnc(COc3ccccc3C)n2CC2CCCO2)cc1 (centres undefined)	2	-0.1	8	0	1	-11	17*	12	-0.3
O=C(CN1C(=O)CSc2ccc(S(=O)(=O)N3CCOCC3)cc21)N1CCCCC1	-3	0.1	-23	-5	0	0	-3	6	3.4
COc1cc(C(=O)N2CCCC(c3nc(-c4cccs4)no3)C2)cc(OC)c1OC (centres undefined)	-3	0.3	-3	-1	1	22	-6	-3	1.3
COCCNC(=O)CSc1ccc(-c2nc3ccccc3[nH]2)cn1	0	0.0	4	5	1	-3	-3	-2	-2.1
COC(=O)C1=C(C(=O)OC)SC2(S1)C(C(=O)OC)=C(C(=O)OC)SC1=C2c2cccc(C)c2NC1(C)C	0	0.1	-7	-1	0	4	-7	3	3.2
CSc1ncccc1C(=O)OCC(=O)N1CCOCC1	5	0.1	-5	2	1	18	-1	-14	0.6
COc1ccc(NC(=O)c2ccc3c(SCC(=O)O)c4c(nc3c2)CCCC4)c(OC)c1	2	0.2	-9	11	-2	22	12	-17	-3.5
CCn1cc(C(=O)NP(=O)(Nc2ccc(C)cc2)Nc2ccc(C)cc2)c2ccccc21	2	0.1	7	12	-1	5	2	11	1.1
COC(=O)c1ccccc1OCC(=O)N1CCN(c2ccc(Cl)cc2)CC1	1	0.1	25	8	1	15	2	9	-0.7
CCCCn1nnc(NC(=O)c2ccc([N+](=O)[O-])cc2Cl)n1	12	0.1	-5	1	4	-2	-5	1	-0.3
O=C(COc1cc(Cl)c(Cl)cc1Cl)N1CCN(c2ccccn2)CC1	4	-0.1	5	4	-5	-9	-1	8	0.4

Reformatted in markdown: part of the list above.
| Compound | Fh CTSL1 inh | Efflux pump inh | EBNA-1 inh | core dimer inh | TPT1 inhibitor | PREPL inh | PP1 counter | ZTA DNA inh | PP5 primary |
| --- | --- | --- | --- | --- | --- | --- | --- | --- | --- |
| COc1ccc(NC(=O)c2ccc3c(SCC(=O)O)c4c(nc3c2)CCCC4)c(OC)c1 | 2 | 0.2 | -9 | 11 | -2 | 22 | 12 | -17 | -3.5 |
| CCn1cc(C(=O)NP(=O)(Nc2ccc(C)cc2)Nc2ccc(C)cc2)c2ccccc21 | 2 | 0.1 | 7 | 12 | -1 | 5 | 2 | 11 | 1.1 |
| COC(=O)c1ccccc1OCC(=O)N1CCN(c2ccc(Cl)cc2)CC1 | 1 | 0.1 | 25 | 8 | 1 | 15 | 2 | 9 | -0.7 |
| CCCCn1nnc(NC(=O)c2ccc([N+](=O)[O-])cc2Cl)n1 | 12 | 0.1 | -5 | 1 | 4 | -2 | -5 | 1 | -0.3 |
| O=C(COc1cc(Cl)c(Cl)cc1Cl)N1CCN(c2ccccn2)CC1 | 4 | -0.1 | 5 | 4 | -5 | -9 | -1 | 8 | 0.4 |

The listing continues.
SMILES	Fh CTSL1 inh	Efflux pump inh	EBNA-1 inh	core dimer inh	TPT1 inhibitor	PREPL inh	PP1 counter	ZTA DNA inh	PP5 primary
Cc1cc(C)n(S(=O)(=O)c2ccc(C)c(C)c2C)n1	1	0.1	-8	-4	-3	-8	-3	-5	2.8
COc1ccc(NC(=O)c2c(C)nn(-c3ccccc3)c2Cl)cc1	-3	0.0	5	7	1	11	-5	5	-1.3
CCCCOc1ccc(CC(=O)NCC(=O)O)cc1	-2	-0.5	3	0	1	-5	2	-9	2.1
CCOc1ccccc1N(CC(=O)NCCSc1ccccn1)S(=O)(=O)c1ccc(C)cc1	2	0.0	8	3	-1	-5	1	2	1.1
Cc1nn(-c2ccccc2)c(N2CCCC2)c1/C=N/NC(=S)Nc1ccccc1C(F)(F)F	2	-0.5	-10	13	1	8	4	11	-0.5
CCc1ccccc1NC(=O)[C@@H]1CCC(=O)N1C1OC(=O)c2ccccc21 (some centres undefined)	0	-0.2	-3	0	-1	3	-7	7	1.1
COc1cc(Cl)ccc1OCc1cc(C(=O)NC(C)Cc2cccnc2)no1 (centres undefined)	-3	-0.5	-11	-5	2	-2	-4	-11	3.4
Cn1c(=O)[nH]c(=O)c2c1nc(CN1CCN(c3ccc(F)cc3)CC1)n2CCc1ccccc1	4	-0.1	-1	2	2	33	-2	6	0.6
COc1ccccc1CN(C)CC(=O)Nc1cccc2ccccc12	1	0.1	-5	0	0	-3	0	-15	0.4
CCCCCC(=O)NCC(C)NC(=O)CCCCC (centres undefined)	2	-0.1	0	-7	-3	-3	-3	-17	0.5
COc1ccc(S(=O)(=O)N2CCC(C(N)=O)(N3CCCCC3)CC2)cc1OC	-5	-0.1	-16	-12	0	9	0	-1	1.6
Cc1ccc(Nc2ccc([N+](=O)[O-])ccc2=O)cc1	-4	-0.1	-11	-3	-4	6	-1	6	1.4
Cc1ccc(CNC(=O)CNC(=O)c2ccc(Br)o2)cc1	0	0.0	6	10	-2	0	-1	6	-0.1
